Compound activity (PubChem)
IEC-6 cytotox: cytotoxicity in IEC-6 intestinal epithelial cells, primary screen, cytotoxicity control for KLF5 inhibitor project, cell-based, luminescence; inhibition, % at 5 µM; AID 1825, 2009; IEC-6 cytotoxicity, luminescence viability; 290,000 compounds, 0.78% hits; in the data active = inhibition above about 22%;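 note: 0% = plate median of test compound wells and 100% = cytotoxic reference compound wells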
TRPC4 inh: inhibitors of mouse TRPC4 channel, primary screen, Fluo4 calcium, HEK293 TRPC4beta/mu-opioid cells; DAMGO-evoked Fluo4 calcium flux; stronger effect = lower value; B-score at 10 µM; 300,000 compounds, 0.39% hits; AID 2247, 2010;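 active = B-score over 3 SD under the library average, no early fluorescence shift, positive overall ratio signal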
Target sequence (Q9QUQ5 whole entry, looked up): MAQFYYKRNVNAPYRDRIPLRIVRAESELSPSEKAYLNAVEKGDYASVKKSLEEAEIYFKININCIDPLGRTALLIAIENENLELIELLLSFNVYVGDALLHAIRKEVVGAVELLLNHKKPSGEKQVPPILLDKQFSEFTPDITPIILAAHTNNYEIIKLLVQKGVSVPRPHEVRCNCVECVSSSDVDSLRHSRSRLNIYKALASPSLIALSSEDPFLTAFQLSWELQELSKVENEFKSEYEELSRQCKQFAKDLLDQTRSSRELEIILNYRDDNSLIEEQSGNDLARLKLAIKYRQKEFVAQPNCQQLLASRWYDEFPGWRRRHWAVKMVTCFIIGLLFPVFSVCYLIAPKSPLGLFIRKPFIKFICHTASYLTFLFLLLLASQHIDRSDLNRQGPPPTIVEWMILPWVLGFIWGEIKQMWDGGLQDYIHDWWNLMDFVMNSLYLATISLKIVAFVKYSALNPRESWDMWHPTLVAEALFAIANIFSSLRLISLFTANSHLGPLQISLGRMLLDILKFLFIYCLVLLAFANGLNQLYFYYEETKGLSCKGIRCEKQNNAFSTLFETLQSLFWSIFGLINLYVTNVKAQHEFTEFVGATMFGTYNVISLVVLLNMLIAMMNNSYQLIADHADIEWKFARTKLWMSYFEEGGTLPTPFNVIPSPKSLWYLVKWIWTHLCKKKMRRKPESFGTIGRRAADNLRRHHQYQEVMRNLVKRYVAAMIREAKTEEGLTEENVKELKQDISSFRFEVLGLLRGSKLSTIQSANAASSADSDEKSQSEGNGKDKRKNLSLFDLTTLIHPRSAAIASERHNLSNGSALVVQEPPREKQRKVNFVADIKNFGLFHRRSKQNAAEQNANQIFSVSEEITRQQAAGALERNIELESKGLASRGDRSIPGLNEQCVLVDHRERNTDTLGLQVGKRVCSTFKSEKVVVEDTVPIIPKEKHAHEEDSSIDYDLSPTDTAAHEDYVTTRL
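test system = HEK293 cells with stable TRPC4beta plus mu-opioid receptor expression | detection = Fluo4 Ca2+ flux fluorescence | read-out = integrated fluorescence ratio relative to baseline, converted to per-well B score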
MrgX1 antagonist: antagonists of human MrgX1 receptor, primary screen, HEK293 cells, Fluo-4 calcium flux. B-score at 10 µM. Mas-related G-protein coupled receptor member X1 (Homo sapiens), Q96LB2. AID 588676, 2011. 310,000 compounds, 1.3% hits. BAM8-22 antagonism; stronger effect = lower value;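 active = calcium-response B-score plate-corrected more than 3 library SD below zero, starting fluorescence within 5 deviations, no agonist response on first addition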;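 note: peak minus trough fluorescence over baseline after final BAM8-22 challenge near maximal dose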
TRPC4 PAM: positive allosteric modulators of TRPC4, primary screen, cell-based, mouse TRPC4beta, HEK293 mu-opioid, Fluo-4 calcium. Short transient receptor potential channel 4 (Mus musculus), Q9QUQ5. DAMGO EC20, Fluo-4 Ca2+ flux; stronger effect = higher value. B-score at 10 µM. 310,000 compounds, 0.42% hits;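 active = B-score of calcium response area above 5 SD of library B-scores, with initial fluorescence ratio within 5 SD of library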;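 note: B-score of integrated fluorescence ratio over time as area under calcium response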
TRPC6 inhibitor: mouse TRPC6 channel inhibitors, primary screen, cell-based, HEK293, membrane potential dye | Short transient receptor potential channel 6 (Mus musculus), Q61143 | ACh-evoked depolarization; stronger effect = lower value | B-score at 10 µM | 310,000 compounds, 1.1% hits | AID 2553, 2010;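 active = B-score under library mean minus 3 SD, initial fluorescence not abnormally high, positive integrated signal ratio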;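 note: B-score derived from integrated fluorescence ratio over the kinetic read; more negative B-score means stronger inhibition of depolarization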
KLF5 inh: KLF5 expression inhibitors, primary screen, DLD-1 cells, luminescence. DLD-1 KLF5 promoter-luciferase reporter. inhibition, % at 5 µM. 290,000 compounds, 0.23% hits. AID 1700, 2009;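 active = inhibition above a per-plate limit of that plate's mean compound inhibition plus 3 SD, cut at about 60% in these data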;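 note: 0% = DMSO wells and 100% = LY294002 at 200 µM; higher means less KLF5 promoter-driven luciferase light; inactives centre near -14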
aSyn UTR inh: MLPCN primary screen, SNCA 5' untranslated region; alpha-synuclein 5'UTR reporter, inhibitor activity; inhibition, % (tested at 7.5 µM); 300,000 compounds, 0.82% hits; AID 1813, 2009; in the data active = inhibition above about 60%;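 note: H4 neuroglioblastoma cells stably carrying SNCA 5'UTR luciferase fusion; 0% = DMSO wells and 100% = positive control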
SKKanGAS inh: S. pyogenes SKKanGAS growth inhibitors in kanamycin, primary screen, streptokinase expression inhibitor project, SKKanGAS strain, BacTiter-Glo luminescence; AID 1662, 2009; 6 h; 300,000 compounds, 1.3% hits; inhibition, % at 7.5 µM;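 active = mean replicate score, as percent of positive control median, at least 50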;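 note: strain carries kanamycin resistance gene driven by streptokinase promoter and grows in 40 µg/ml kanamycin; loss of luminescence reflects streptokinase promoter inhibition or plain growth inhibition; 0% = median of DMSO wells and 100% = positive control at its reference dose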
TRPC4 act: activators of mouse TRPC4 channel, primary screen, Fluo4 calcium, HEK293 TRPC4beta/mu-opioid cells; Short transient receptor potential channel 4 (Mus musculus), Q9QUQ5; B-score at 10 µM; 310,000 compounds, 0.49% hits; AID 2237, 2010; Fluo4 calcium fluorescence; stronger effect = higher value;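 active = B-score above 5 SD of library B-scores, and initial fluorescence ratio not above library mean plus 5 SD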;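 note: positive B-score marks a calcium rise read as TRPC4 activation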
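Technique: kinetic Fluo4 calcium fluorescence; Test system: TRPC4beta and mu-opioid receptor HEK293 stable cells; Measure: B-scored integrated calcium fluorescence ratio; Benchmarks: low control buffer alone, high control maximal DAMGO; Schedule: 45 min room-temperature Fluo4 loading, 110 s read.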
TRPC6 act: mouse TRPC6 channel activators, primary screen, cell-based, HEK293, membrane potential dye. HEK293-TRPC6 membrane potential dye fluorescence; stronger effect = higher value. Short transient receptor potential channel 6 (Mus musculus), Q61143. B-score at 10 µM. 310,000 compounds, 0.13% hits. AID 2550, 2010;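 active = B-score of the integrated fluorescence ratio above library mean plus 3 SD, and starting fluorescence ratio within library mean plus 5 SD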;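 note: higher score means more depolarization so channel activation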
HIF act: HIF pathway transcriptional activators, primary screen, cell-based, U2OS HRE-luciferase, luminescence. 300,000 compounds, 0.32% hits. U2OS HRE-luciferase reporter; normalized: DMSO 0%, desferrioxamine 100%. activation, % at 7.5 µM (by protocol). AID 1910, 2009;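 active = mean activation of at least 10% of the iron chelator positive control signal, with at least half of replicates also reaching 10%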
An asterisk follows results filed as active; i = inactive; . = no result given. Compounds as they come; any-hit rate near 5.8%.

structure | IEC-6 cytotox | TRPC4 inh | MrgX1 antagonist | TRPC4 PAM | TRPC6 inhibitor | KLF5 inh | aSyn UTR inh | SKKanGAS inh | TRPC4 act | TRPC6 act | HIF act
CCCOP(=O)(OCCC)C(Nc1cccc(C(F)(F)F)c1)c1ccc(C)cc1 (stereo unspecified) | 1 | i | i | i | i | -22 | 0 | 21 | i | i | -0.9
O=[N+]([O-])c1ccc(O)c(/C=N/NC2=NS(=O)(=O)c3ccccc32)c1 | 8 | i | i | i | i | -8 | 11 | 59* | i | i | -0.3
O=c1c(Cc2ccc(F)cc2)c(O)ccn1CCc1ccccn1 | 2 | i | i | i | i | -10 | 4 | 8 | i | i | -0.6
COc1cccc(CNC(=O)C2CCN(C(=O)N3CC(C)Oc4ccccc43)CC2)c1 (stereo unspecified) | 10 | i | i | i | i | -3 | -7 | 4 | i | i | -0.3
Cc1cc2cccc(C)c2nc1SCC(=O)NCC1CCCO1 (stereo unspecified) | 0 | i | i | i | i | 4 | -2 | -3 | i | i | -0.4
CCCCc1ccc(S(=O)(=O)Nc2nnc(C)s2)cc1 | 3 | i | i | i | i | -24 | -2 | 4 | i | i | -52
CCCc1nc(NCCCOCC)c2nnn(Cc3ccccc3)c2n1 | -11 | i | i | i | i | -19 | 6 | -1 | i | i | 0.1
COC(=O)c1ccccc1NC(=O)CSc1n[nH]c(C)n1 | 1 | i | i | i | i | -6 | 6 | -2 | i | i | -0.2
O=C(Cn1c(=S)[nH]c2ccccc2c1=O)NCCc1ccccc1 | 7 | i | i | i | i | -20 | 13 | 3 | i | i | -0.6
O=C(Nc1ccc(Br)c(Cl)c1)C1CC1 | 2 | i | i | i | i | -35 | -14 | 3 | i | i | 0.5
CCOc1cc(N2CCOCC2)c(OCC)cc1NS(=O)(=O)c1cc(NC(C)=O)ccc1OC | -8 | i | i | i | i | -36 | 9 | 2 | i | i | 1.3
CCN1C(=NCCN2CCOCC2)N[C@@H](c2ccccc2)C(C(=O)OC)=C1C | 4 | i | i | i | i | -21 | 22 | -4 | i | i | -0.3
O=C(Nc1cc(Cl)ccc1Oc1ccccc1)c1ccc(F)cc1 | -4 | i | i | i | i | -4 | 1 | -8 | i | i | 0.1
Cc1ccccc1NC(=S)NC1CCN(Cc2ccccc2)CC1 | 3 | i | i | i | i | -9 | 19 | 8 | i | i | 0.0
CCOC(=O)CSc1nc(C)c(Oc2ccc(Cl)cc2Cl)c(=O)[nH]1 | 2 | i | i | i | i | -4 | 2 | 0 | i | i | 0.5
CCc1c(C)sc(NC(=O)OC)c1C(=O)N1CCOCC1 | 6 | i | i | i | i | -16 | 12 | -2 | i | i | -0.1
Cc1cccc(NC(=O)CSc2nnc(CNC(=O)c3ccc(S(=O)(=O)N(C)C)cc3)n2-c2ccccc2)c1 | 4 | i | i | i | i | -10 | 8 | 9 | i | i | -0.5
O=C(Nn1cnc2ccccc2c1=O)c1ccc(Br)cc1 | -2 | i | i | i | i | -70 | -11 | -5 | i | i | -10
Cc1cc(C)c(C)c(S(=O)(=O)N2CCC(C(=O)NNC(=O)c3ccccc3O)CC2)c1C | . | i | i | i | i | . | 24 | 61* | i | i | 0.7
C/C(N)=C(/C#N)C(=O)COC(=O)c1cc(-c2ccc(Br)cc2)nc2ccccc12 | -1 | i | i | i | i | -12 | 47 | 70* | i | i | -0.6
CCOc1cccc(C2C(C(=O)c3ccco3)=C(O)C(=O)N2Cc2ccncc2)c1 (stereo unspecified) | 1 | i | i | i | i | 4 | -3 | -2 | i | i | 0.9
COc1ccccc1NC(=O)/C(=C\c1cccs1)NC(=O)c1ccco1 | 5 | i | i | i | i | 6 | 12 | -5 | i | i | 0.5
COc1ccccc1CCC(=O)OCC(=O)c1c(N)n(CC(C)C)c(=O)n(C)c1=O | . | i | i | i | i | . | 1 | -1 | i | i | 0.2
COc1ccccc1-n1cnc2cc(C(=O)NCc3ccco3)ccc21 | 5 | . | i | . | . | 6 | 6 | -1 | . | . | -0.4
CC(=O)Nc1ccc(S(=O)(=O)Nc2ccc(=O)n(Cc3ccc(Cl)c(Cl)c3)c2)cc1 | 1 | i | i | i | i | -29 | -1 | 7 | i | i | -0.2
O=[N+]([O-])c1cccc(-c2nc(-c3ccccc3)c(-c3cccs3)[nH]2)c1 | -2 | i | i | i | i | 6 | -2 | -6 | i | i | -0.2
COc1ccc(/C=N/NC(=O)Cn2cc(C(F)(F)F)ccc2=O)cc1 | 6 | i | i | i | i | -40 | -1 | -3 | i | i | -0.1
C/C(=N\Nc1cccc(C(=O)O)c1)c1ccc2c(c1)Nc1ccccc1S2 | -7 | i | i | i | i | -39 | -33 | 1 | i | i | -0.8
Cc1cc(/C(N)=N/OC(=O)c2ccc(Cl)cc2)no1 | 2 | i | i | i | i | -110 | -201 | 4 | i | i | 2.7
O=C(c1ccccc1-n1cccc1)N1N=C(C(F)F)CC1(O)C(F)F (stereo unspecified) | 3 | i | i | i | i | -13 | 31 | -3 | i | i | -0.3
C=CCSc1nc2ccccc2c(=O)[nH]1 | 1 | i | i | i | i | -28 | -1 | -6 | i | i | -0.4
Cc1c(C(=O)Nc2ccc(F)cc2)sc2ncn(CC(=O)N3CCCCC3)c(=O)c12 | -4 | i | i | i | i | -5 | -20 | -3 | i | i | 0.4
Cc1cccc(OCC(=O)NCc2nc(-c3ccccc3)no2)c1 | 4 | i | i | i | i | 17 | -10 | -9 | i | i | -0.3
COc1cc(OC)cc(C(=O)Nc2ccc(CN3CCCCC3)cc2)c1 | 0 | i | i | i | i | -11 | -2 | 4 | i | i | 0.7
N#CCC(CNc1ncc(C(F)(F)F)cc1Cl)OC(=O)c1c(F)cccc1F (stereo unspecified) | -1 | i | i | i | i | -3 | -37 | -2 | i | i | 0.5
O=C(NCCCN1CCOCC1)c1cc(-c2ccc3c(c2)OCO3)nc2ccccc12 | 6 | i | i | i | i | -39 | -8 | 1 | i | i | 0.2
NC(=O)CC(NC(=O)Cc1ccc(Cl)cc1)c1ccc(NCC2CC2)c([N+](=O)[O-])c1 (stereo unspecified) | . | i | i | i | i | . | -2 | 3 | i | i | 0.4
CCN(CC(=O)NC1CCCC1)S(=O)(=O)c1ccc(C)cc1 | -2 | i | i | i | i | 3 | 16 | 2 | i | i | -0.3
CCCNC(=S)N1CCC(C(=O)c2ccc(F)cc2)CC1 | 5 | i | i | i | i | -33 | 5 | -1 | i | i | -1.4
CCc1ccccc1NC(=O)C1CCCN1S(=O)(=O)c1ccc2c(c1)n(C)c(=O)c(=O)n2C (stereo unspecified) | -3 | i | i | i | i | -31 | 14 | 5 | i | i | -0.3
COc1cc(CC(=O)Nc2sccc2C(N)=O)cc(OC)c1OC | 11 | i | i | i | i | -24 | 23 | 4 | i | i | -0.5
CCCCCCC(=O)c1c(C)[nH]c(C(=O)OCC)c1C | 8 | i | i | i | i | -38 | -114 | -6 | i | i | 1.3
COc1cc(CNc2ccc3[nH]c(=O)[nH]c3c2)ccc1OCc1ccc(Cl)cc1 | 4 | i | i | i | i | -99 | -171 | 8 | i | i | -11
CCCCNC(=S)N/N=C1\C(=O)c2cccc3cccc1c23 | 0 | i | i | i | i | 9 | 17 | 10 | i | i | 0.7
CC1CCCCN1Cc1c(O)ccc2c(=O)c(-c3nc4ccccc4s3)c(N)oc12 (stereo unspecified) | 11 | i | i | i | i | -23 | -19 | 12 | i | i | -0.4
Cc1ccc(SCc2nc(-c3ccccn3)no2)cc1 | -1 | i | i | i | i | -27 | -106 | 2 | i | i | 3.2
O=C(Nc1cccc(C(F)(F)F)c1)c1ccc2nc(-c3ccco3)c(-c3ccco3)nc2c1 | -1 | i | -5.6* | i | i | 1 | 16 | 24 | i | i | -0.7
O=S(=O)(/N=C(/Nc1cccc2ccccc12)c1ccccc1)c1ccc(F)cc1 | 0 | i | i | i | i | -35 | 16 | 1 | i | i | 0.0
CN(C)C(=O)c1cc(-c2ccccc2)no1 | 8 | . | i | i | i | -17 | -80 | 1 | i | i | 2.1
COc1cccc(-c2cc(=O)c3cc(NC(=O)c4ccc(N(C)C)cc4)ccc3[nH]2)c1 | 71* | i | i | i | i | 35 | 115* | 18 | i | i | 1.7
CCCCNC(=O)COC(=O)c1cc(Br)ccc1Cl | 1 | i | i | i | i | 9 | 24 | -10 | i | i | 0.0
CCOc1ccc(OCCC(=O)OCC(=O)Nc2ccc3c(c2)OCO3)cc1 | . | i | i | i | i | . | -24 | -19 | i | i | 1.0
C=CCN1C(=NC(=O)CC)SC2CS(=O)(=O)CC21 (stereo unspecified) | -7 | i | i | i | i | -59 | 11 | 1 | i | i | 0.1
CCOC(=O)c1cn2cccnc2n1 | -4 | i | i | i | i | 10 | -9 | -1 | i | i | -0.6
CN(C/C=C/C#CC(C)(C)C)Cc1cccc2ccccc12 | . | i | i | i | i | . | 14 | 1 | i | i | 0.0
O=C(c1ccco1)N1CCN(c2nc3ccsc3c(=O)s2)CC1 | 3 | i | i | i | i | -14 | -98 | 0 | i | i | 2.0
CS(=O)(=O)N(CC(=O)NCc1ccc(Cl)cc1)C1CCCCC1 | -3 | i | i | i | i | -36 | 1 | -3 | i | i | 0.4
O=C(NCCCn1ccnc1)C(=O)NCC1OCCN1S(=O)(=O)c1ccc2c(c1)OCCO2 (stereo unspecified) | 2 | i | i | i | i | -5 | 8 | -9 | i | i | -0.3
